# Assay outcomes from PubChem BioAssay.
# RPL19A-GFP yeast: RPL19A-GFP expression modulators in yeast, primary screen, cell-based, S. cerevisiae, multiplex flow cytometry, MLPCN. S. cerevisiae RPL19A-GFP strain, 3 h; active compounds read low. AID 2025, 2009. percent response vs DMSO, % at 10 µM. hit rate 0.3% among 330,000;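 active means percent response vs DMSO below 50%; inconclusive means fewer than 70 events counted for the yeast strain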;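 further: median channel GFP fluorescence of the barcoded RPL19A-GFP strain; ratio of sample median GFP to plate DMSO average so 100% = DMSO; lower means less RPL19A-GFP as with rapamycin TOR inhibition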
# AHR act: AHR activators, primary screen, cell-based, luminescence, luciferase reporter, human. hit rate 2.5% among 320,000. activation, % at 5 µM. AHR-responsive luciferase reporter cells; in the data active means activation above about 47%;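 further: 0% = vehicle wells and 100% = reference agonist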
# proCasp3 act: activators of human procaspase-3 D3A mutant, primary screen, biochemical, absorbance, PC-3 D3A mutant, single concentration; hit rate 0.11% among 330,000; Caspase-3 (Homo sapiens), P42574; activation, % at 8.5 µM; recombinant procaspase-3 D3A, Ac-DEVD-pNA absorbance 405 nm;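 active means activation above the mean of all tested compounds plus 3 SD, cut at about 21% in these data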;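 further: 0% = DMSO alone and 100% = DMSO wells spiked with extra 5 µM PC-3 D3A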
# Target sequence (P42574 whole entry D9A/D28A/D175A): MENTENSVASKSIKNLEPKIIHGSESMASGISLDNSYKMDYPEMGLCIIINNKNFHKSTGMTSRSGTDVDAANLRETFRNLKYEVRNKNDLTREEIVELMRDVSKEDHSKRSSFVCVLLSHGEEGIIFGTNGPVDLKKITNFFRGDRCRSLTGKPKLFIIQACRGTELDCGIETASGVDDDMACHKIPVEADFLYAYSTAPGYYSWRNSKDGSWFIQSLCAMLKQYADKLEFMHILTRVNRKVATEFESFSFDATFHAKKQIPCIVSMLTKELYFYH
#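 Compound: 8.5 µM single point, 0.8% DMSO / Material: Autoprocessing-dead procaspase-3 D3A mutant enzyme / Timing: 1 h preincubation plus 2 h reaction at 25 °C / Medium: Zinc-free HEPES/NaCl buffer with 0.01% Triton X-100 at pH 7.4 / Technique: 405 nm absorbance of p-nitroaniline, reads at 0 and 120 min / Repeats: one well per compound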
# MEP2 TOR yeast: modulators of MEP2-GFP levels in yeast, primary screen, S. cerevisiae, multiplex flow cytometry, MLPCN library. AID 2016, 2009. S. cerevisiae MEP2-GFP strain, 3 h; 100% = DMSO control level. hit rate 0.51% among 330,000. GFP response vs DMSO, % at 10 µM;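 active means GFP response versus DMSO above a set limit, roughly screen mean plus 3 SD, cut at about 180% in these data; inconclusive means fewer than 70 cells counted for a yeast strain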;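 further: median GFP fluorescence of the barcode-gated MEP2-GFP cells per well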
# GASC-1 inh: inhibitors of GASC-1 histone demethylase, primary screen, biochemical, fluorescence, DELFIA europium | Lysine-specific demethylase 4C (Homo sapiens), Q9H3R0 | GST-JMJD2C(1-420) H3K9me3 demethylation | inhibition, % at 2.35 µM | hit rate 0.069% among 330,000 | AID 2099, 2009;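 active means more than half of a compound's replicate wells show inhibition beyond 50%, single wells judged on their own value; inconclusive means some, but no more than half, of replicates pass 50% inhibition; inactive means no replicate passes 50% inhibition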;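 further: signal counts dimethyl H3K9 product captured on neutravidin plate; 0% = median of DMSO wells and 100% = 0.3 times that DMSO median; strong numbers were not always called active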
# Target sequence (Q9H3R0 1-420 limits assumed): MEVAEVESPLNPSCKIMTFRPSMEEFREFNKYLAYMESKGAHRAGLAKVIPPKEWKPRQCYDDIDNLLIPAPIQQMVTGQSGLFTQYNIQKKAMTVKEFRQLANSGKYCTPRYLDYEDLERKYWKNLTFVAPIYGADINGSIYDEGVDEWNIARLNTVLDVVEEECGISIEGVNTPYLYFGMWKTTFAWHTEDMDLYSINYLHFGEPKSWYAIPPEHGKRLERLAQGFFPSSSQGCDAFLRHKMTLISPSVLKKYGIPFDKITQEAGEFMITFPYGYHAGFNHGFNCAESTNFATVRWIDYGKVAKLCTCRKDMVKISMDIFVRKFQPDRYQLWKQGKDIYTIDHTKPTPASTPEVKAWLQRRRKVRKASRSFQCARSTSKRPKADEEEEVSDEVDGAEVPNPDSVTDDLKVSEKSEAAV
# procasp7 counter: procaspase-7 activators, primary screen, counter-screen for procaspase-3 activator project, biochemical, absorbance, HTS, human. activation, % at 8.5 µM. recombinant procaspase-7, Ac-DEVD-pNA absorbance 405 nm; D23A/D198A/D206A triple mutant, cannot self-cleave; scale: DMSO 0, 5 µM enzyme 100. hit rate 0.093% among 330,000. Caspase-7 (Homo sapiens), P55210;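 active means percent activation above the screen-wide mean plus 3 SD, cut at about 25% in these data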
# Target sequence (P55210 whole entry D23A/D198A/D206A): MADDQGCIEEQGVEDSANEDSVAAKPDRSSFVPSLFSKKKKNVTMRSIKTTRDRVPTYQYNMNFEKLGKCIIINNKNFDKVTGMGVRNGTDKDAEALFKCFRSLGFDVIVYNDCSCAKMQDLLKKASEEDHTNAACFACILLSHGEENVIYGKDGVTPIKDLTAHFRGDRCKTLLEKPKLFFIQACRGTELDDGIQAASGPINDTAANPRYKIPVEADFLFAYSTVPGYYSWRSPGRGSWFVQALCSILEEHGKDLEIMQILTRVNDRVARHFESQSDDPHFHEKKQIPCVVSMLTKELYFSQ
#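 Assay system: Uncleavable procaspase-7 mutant enzyme; Input: 2 µM procaspase-7 mutant as dispensed; Also added: DEVD-pNA substrate; Medium: Zinc-free HEPES pH 7.4 with 300 mM NaCl, 0.01% Triton X-100; Timing: 1 h compound preincubation, 2 h substrate cleavage, 25 °C; Measured by: Epi-absorbance of released pNA at 405 nm, two timepoints.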
# CR mimetic SO: reduction of superoxide in aged yeast, primary screen, HTS; S. cerevisiae aged cells, superoxide DHE fluorescence; active compounds read low; hit rate 0.18% among 330,000; superoxide response (% of plate mean), % at 10 µM;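 active means superoxide response under a set limit, about three screen SD below normal, cut at about 65% in these data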;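 further: yeast aged for seven days with compound at 30 °C before DHE staining; 100% = average MFI of all compound-treated wells on the plate with controls excluded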
# LAP4-GFP MLPCN: modulators of LAP4-GFP expression in yeast, primary screen, S. cerevisiae, multiplex flow cytometry, MLPCN library | 3 h; median GFP as percent of DMSO wells | GFP response vs DMSO, % at 10 µM | hit rate 0.34% among 320,000 | AID 2023, 2009;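 active means GFP response vs DMSO above a set limit, about the screen mean plus 3 SD, cut at about 150% in these data; inconclusive means under 70 cell events counted for the yeast strain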
# * marks the source's active call; other numbers are inactive results; ? = inconclusive; / = no result given; & = joins results of further samples.
structure	procasp7 counter	proCasp3 act	RPL19A-GFP yeast	AHR act	LAP4-GFP MLPCN	CR mimetic SO	GASC-1 inh	MEP2 TOR yeast
CC1(C)Oc2ccc(C(=O)N3CCc4ccccc43)cc2N(CC(=O)N2CCCC2)C1=O	8	2	101	1	91	83	17	106
O=C(O)c1ccccc1C(=O)Nc1ccccc1NC(=O)c1ccccc1C(=O)O	2	-8	97	14	101	106	13	96
COc1ccc(NC(=S)NC(C)c2ccncc2)cc1OC (stereo unspecified)	-2	10	100	3	95	87	-4	95
O=C(OCC(=O)N1CCc2ccccc2C1)c1cccs1	11	0	102	2	105	94	-3	101
Cn1c2ccccc2c2cc(/C=C(\NC(=O)c3ccccc3)C(=O)NCC(=O)O)ccc21	4	-4	102	7	113	107	10	111
CCCN(Cc1nc2cc(Cl)ccc2c(=O)[nH]1)C(=O)c1ccc(S(=O)(=O)N2CCCC2)cc1	8	1	95	1	96	95	1	98
COC(=O)C1=C(NC(=O)COc2ccc3ccccc3c2)CCS1	-18	-7	101	13	105	97	-4	98
O=C1c2cccc3c(N4CCCCC4)ccc(c23)C(=O)N1c1ccccn1	1	-12	102	0	105	101	-1	108
CCCCN=C(Nc1ccc(Cl)cc1)c1cccnc1	0	4	99	88*	92	101	-5	103
Cc1ccc2[nH]c(-c3cccc(F)c3)cc(=O)c2c1	3	3	96	50*	130	103	2	92
C[C@@H]1O[C@@H](O[C@H]2[C@H](Oc3cc(O)c4c(c3)OC(c3ccc(O)cc3)CC4=O)O[C@H](CO)[C@@H](O)[C@@H]2O)[C@H](O)[C@H](O)[C@H]1O (stereo partly specified)	1	0	96	0	100	104	10	94
CC(C)OC(=O)C1C2C=CC3(CN(Cc4cccs4)C(=O)C13)O2 (stereo unspecified)	13	4	97	0	92	97	10	97
COc1ccc(-c2noc(CCC(=O)NCCN(C)Cc3ccccc3)n2)cc1	-3	9	102	-2	105	87	-5	112
COc1ccc(C(=O)C(C)OC(=O)c2cccc(S(=O)(=O)Nc3cc(Cl)c(OC)cc3OC)c2)cc1 (stereo unspecified)	-2	4	104	1	104	88	1	105
Cc1nc(SCC(=O)N2CCOCC2)c2c(=O)n(C)c(=O)n(CC(C)C)c2n1	6	0	102	0	97	123	-6	111
CSc1ncc(CN2CCc3c([nH]c4ccccc34)C2c2cccc(O)c2)cn1 (stereo unspecified)	1	3	92	22	94	93	-5	96
O=S(=O)(Nc1cccnc1Cl)c1ccc2c(c1)OCCO2	2	8	98	2	99	108	-7	97
Cc1ccccc1Cn1c(Cc2ccccc2)nc2ccccc21	1	1	101	-2	108	97	5	102
CCN(CC)C(=O)CSc1nc2c(sc(=S)n2CC)c(=O)n1-c1ccccc1	11	-5	106	-4	107	105	1	107
COc1ccc(C2Nc3ccccc3C(=O)N2c2ccccc2)cc1Cn1cc([N+](=O)[O-])cn1 (stereo unspecified)	-6	-5	102	2	98	88	6	98

# Among those listed so far, two contain a thiophene ring, fused or not.
structure	procasp7 counter	proCasp3 act	RPL19A-GFP yeast	AHR act	LAP4-GFP MLPCN	CR mimetic SO	GASC-1 inh	MEP2 TOR yeast
O=C(OCC(=O)N1CCc2ccccc2C1)c1cccs1	11	0	102	2	105	94	-3	101
CC(C)OC(=O)C1C2C=CC3(CN(Cc4cccs4)C(=O)C13)O2 (stereo unspecified)	13	4	97	0	92	97	10	97

# (continued)
structure	procasp7 counter	proCasp3 act	RPL19A-GFP yeast	AHR act	LAP4-GFP MLPCN	CR mimetic SO	GASC-1 inh	MEP2 TOR yeast
CC1CCc2nc(NC(=O)C3CC3)sc2C1 (stereo unspecified)	8	3	94	135*	112	89	2	101
CCC(C)NCCOCCOc1ccccc1-c1ccccc1 (stereo unspecified)	-1	-1	100	1	101	111	-4	102
CC1C(=O)C(C)(C)C(=O)OC1c1ccc([N+](=O)[O-])cc1 (stereo unspecified)	-2	13	101	0	94	87	4	104
CC1CCCCC1NC(=O)CN1CCN(S(=O)(=O)c2ccc(Br)s2)CC1 (stereo unspecified)	-2	0	100	-1	94	96	-3	104
CC(C(=O)O)N1C(=O)C2C3CC(C2C1=O)C1C(c2ccccc2)c2sc(=O)[nH]c2SC31 (stereo unspecified)	-1	-3	93	2	88	98	6	113
COc1cc(NC(=O)Cn2nnc(-c3ccccc3N)n2)cc(OC)c1	9	5	97	4	102	95	-2	98
CC(C)Oc1ccc(C(=O)Nc2ncn[nH]2)cc1	0	0	103	45	90	97	3	106
CC(=O)Nc1ccc(NC(=O)C(C)n2c3ccccc3c3nc(=O)cc(C)n32)cc1 (stereo unspecified)	5	9	99	0	100	91	19	105
Cc1ccccc1N/C=C/C(=C(C#N)C#N)N(C)C	-1	7	99	11	108	96	-5	101
CC(=O)Nc1nc2c(ccc3ccccc32)s1	10	-1	99	37	102	100	-3	110
CC(C)CN(CCC(=O)O)CC(C)C	0	4	102	-1	96	86	-1	98
COc1cc(OC)cc(C(=O)Nc2ccc(S(=O)(=O)N3CCOCC3)cc2)c1	7	2	101	6	102	85	-2	107
CCOC(=O)c1c(NC(=O)CSc2nnc(-c3ccc(OC)cc3)o2)sc2c1CCC2	3	-3	99	0	100	108	0	108
COC(=O)CN(c1nc(C)c(Br)c(OC)n1)S(=O)(=O)c1ccc(C)cc1	6	4	98	1	102	83	-23	98
O=C(Nc1cccnc1)c1ccc(COc2ccccc2Cl)o1	23	-8	99	21	102	105	-18	103
CC1(C(=O)CSc2nc3ccccc3s2)CCC(=O)O1 (stereo unspecified)	-7	-11	98	13	97	106	3	98
O=C(NCCN1CCCCC1)c1cc2ccccc2[nH]1	3	-8	100	-1	98	93	14	102
CCOC(=O)/C=C/C(=O)OCc1csc(CC(=O)Nc2ccccc2C)n1	-5	0	93	-2	99	90	-4	100
CCOC(=O)Nc1cccc(NC(=O)c2ccccc2F)c1	9	-2	98	1	105	109	5	96
O=c1[nH]c(NNC(=S)NC2CCCCC2)nc2c1C1(CCCC1)Cc1ccccc1-2	-7	-4	104	10	99	110	-12	102
Cc1ccc(-c2nn3cnnc3c3ccccc23)cc1	3	0	104	3	96	87	3	92
CC1CN(S(=O)(=O)c2cccc(C(=O)N=c3sccn3C)c2)CC(C)O1 (stereo unspecified)	-6	-1	96	19	101	87	10	100
O=C(Cc1ccccc1)Nc1ccccc1C(=O)Nc1ccccc1	0	5	97	-1	95	88	-4	92
Cn1c(=O)c2c(nc(CN3CCc4ccccc4C3)n2Cc2ccccc2)n(C)c1=O	9	6	87	4	91	108	10	88
COc1ccc(/C=N/NC(=O)c2ccoc2C)cc1OC	-2	3	96	7	121	115	-3	108
O=C1CC(C(F)(F)F)=NN1	-4	0	92	0	98	104	-27	92
Cc1cc(C)cc(NC(=O)c2cccnc2)c1	/	/	107	/	100	99	-19	105
NNC(=O)c1nc[nH]c1C(=O)Nc1ccccc1[N+](=O)[O-]	3	-4	96	17	94	111	-2	95
O=C(NN1CCN(Cc2ccccc2)CC1)c1ccc(N2CCOCC2)c([N+](=O)[O-])c1	-2	5	99	0	89	79	5	95
COc1cccc(-n2c(COc3ccc(C)cc3)nnc2SCC(N)=O)c1	3	0	98	8	95	107	7	95
NS(=O)(=O)c1ccc(CCNC(=O)C(=O)NCC2OCCN2S(=O)(=O)c2cc(F)ccc2F)cc1 (stereo unspecified)	-3	-1	98	0	107	63*	-1	95
Cc1cccc(CN2CCN(Cc3ccc(-n4cccn4)cc3)CC2CCO)n1 (stereo unspecified)	-4	2	97	-1	97	99	-4	99
C/C(=N/NC(=O)CNc1ccc(C)cc1)c1ccc(Cl)cc1	-5	-1	96	23	101	93	-5	99
Cc1cc(=O)[nH]c(SCC(=O)N2CCCCCC2)n1	14	-2	103	0	103	95	-7	109
COc1ccc(C(=O)N2CCN(c3ccc(C)cc3)CC2)cc1OC	1	-4	100	1	105	91	0	106
COc1ccc(C(=O)N/N=C/c2ccc(OC)c(CN3CCc4cc(OC)c(OC)cc4C3C)c2)cc1 (stereo unspecified)	0	6	97	2	102	102	-2	120
Cc1cc(C)c(C)c(OCC(=O)NCc2nc(-c3ccccc3)no2)c1	8	-8	99	28	99	106	6	108
O=C(Nc1ccc(NC(=O)c2ccccc2Cl)nc1)c1ccco1	2	5	100	-7	94	109	14	97
COc1cc(S(=O)(=O)NC2CCCC2)ccc1Cl	6	3	103	0	108	105	-3	99
Cc1ccc2c(c1)N(C(=O)CCC(=O)Nc1ccccc1Br)CC(C)O2 (stereo unspecified)	4	1	101	4	116	90	-6	95
COc1ccc(Cn2nnnc2C(c2cc3ccc(OC)cc3[nH]c2=O)N2CCCCCC2)cc1 (stereo unspecified)	-37	-12	102	10	101	118	15&-5	104
COc1cccc(NC(=O)CN(C)C(=O)c2cc(C3CC3)nn2-c2ccccc2)c1	-7	-1	98	20	104	81	-4	106
CN(C)C(=O)COc1ccc2c(-c3ccccc3)cc(=O)oc2c1	/	/	104	/	100	99	12	111
C[C@H]1CN([C@@H](C)CO)C(=O)Cc2cc(NS(=O)(=O)c3cccs3)ccc2O[C@H]1CN(C)S(=O)(=O)c1cn(C)cn1	0	3	/	0	/	123	33	/
COc1cc(/C=N/NC(=O)C(=O)NCC2CCCO2)ccc1OCC(=O)N1CCOCC1 (stereo unspecified)	-4	-3	112	-1	108	108	-4	106
O=C(Nc1cccc([N+](=O)[O-])c1)C1CC(=O)N(C2CCCCC2)C1 (stereo unspecified)	-4	7	99	1	101	98	-9	107
c1csc(CNCc2ccncc2)c1	-2	4	98	1	107	97	?	105
Clc1ccc(-c2csc(N/N=C/c3cccnc3)n2)c(Cl)c1	-5	-9	98	20	100	118	1	103
CCOc1ccc(/C=N/Nc2ccccn2)cc1	12	-7	101	1	92	101	3	103
CC(C)C(C)NC(=O)COc1ccc(S(=O)(=O)N2CCOCC2)cc1[N+](=O)[O-] (stereo unspecified)	-2	4	102	1	100	109	3	100
CC(C)CNC(=O)COC(=O)c1c2c(nc3ccccc13)CCC2	6	0	105	1	105	99	-9	112
Cc1ccc(C)c(S(=O)(=O)N2CCN(C(=O)c3ccncc3)CC2)c1	7	5	97	1	107	97	0	102
Cc1nnc(SCC(=O)NCc2cccs2)[nH]c1=O	4	-4	91	0	89	106	17	94

# No enrichment for hits; overall some 3.8% were active at least once.
